FBA Mtb inh: inhibitors of M. tuberculosis fructose-bisphosphate aldolase; 2.3% of 360,000 active; purified M. tuberculosis FBA, fluorescence read-out; inhibition, % at 1 µM; in the data active = inhibition above about 27%;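 note: 0% = vehicle and 100% = reference inhibitor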
TcdB inh: TcdB glycohydrolase inhibition; P18177; TcdB glycohydrolase enzymatic assay, plate reader; inhibition, % at 9.99 µM; 0.24% of 350,000 active; AID 652162; in the data active = inhibition above about 10%
Target sequence (P18177 whole entry, looked up): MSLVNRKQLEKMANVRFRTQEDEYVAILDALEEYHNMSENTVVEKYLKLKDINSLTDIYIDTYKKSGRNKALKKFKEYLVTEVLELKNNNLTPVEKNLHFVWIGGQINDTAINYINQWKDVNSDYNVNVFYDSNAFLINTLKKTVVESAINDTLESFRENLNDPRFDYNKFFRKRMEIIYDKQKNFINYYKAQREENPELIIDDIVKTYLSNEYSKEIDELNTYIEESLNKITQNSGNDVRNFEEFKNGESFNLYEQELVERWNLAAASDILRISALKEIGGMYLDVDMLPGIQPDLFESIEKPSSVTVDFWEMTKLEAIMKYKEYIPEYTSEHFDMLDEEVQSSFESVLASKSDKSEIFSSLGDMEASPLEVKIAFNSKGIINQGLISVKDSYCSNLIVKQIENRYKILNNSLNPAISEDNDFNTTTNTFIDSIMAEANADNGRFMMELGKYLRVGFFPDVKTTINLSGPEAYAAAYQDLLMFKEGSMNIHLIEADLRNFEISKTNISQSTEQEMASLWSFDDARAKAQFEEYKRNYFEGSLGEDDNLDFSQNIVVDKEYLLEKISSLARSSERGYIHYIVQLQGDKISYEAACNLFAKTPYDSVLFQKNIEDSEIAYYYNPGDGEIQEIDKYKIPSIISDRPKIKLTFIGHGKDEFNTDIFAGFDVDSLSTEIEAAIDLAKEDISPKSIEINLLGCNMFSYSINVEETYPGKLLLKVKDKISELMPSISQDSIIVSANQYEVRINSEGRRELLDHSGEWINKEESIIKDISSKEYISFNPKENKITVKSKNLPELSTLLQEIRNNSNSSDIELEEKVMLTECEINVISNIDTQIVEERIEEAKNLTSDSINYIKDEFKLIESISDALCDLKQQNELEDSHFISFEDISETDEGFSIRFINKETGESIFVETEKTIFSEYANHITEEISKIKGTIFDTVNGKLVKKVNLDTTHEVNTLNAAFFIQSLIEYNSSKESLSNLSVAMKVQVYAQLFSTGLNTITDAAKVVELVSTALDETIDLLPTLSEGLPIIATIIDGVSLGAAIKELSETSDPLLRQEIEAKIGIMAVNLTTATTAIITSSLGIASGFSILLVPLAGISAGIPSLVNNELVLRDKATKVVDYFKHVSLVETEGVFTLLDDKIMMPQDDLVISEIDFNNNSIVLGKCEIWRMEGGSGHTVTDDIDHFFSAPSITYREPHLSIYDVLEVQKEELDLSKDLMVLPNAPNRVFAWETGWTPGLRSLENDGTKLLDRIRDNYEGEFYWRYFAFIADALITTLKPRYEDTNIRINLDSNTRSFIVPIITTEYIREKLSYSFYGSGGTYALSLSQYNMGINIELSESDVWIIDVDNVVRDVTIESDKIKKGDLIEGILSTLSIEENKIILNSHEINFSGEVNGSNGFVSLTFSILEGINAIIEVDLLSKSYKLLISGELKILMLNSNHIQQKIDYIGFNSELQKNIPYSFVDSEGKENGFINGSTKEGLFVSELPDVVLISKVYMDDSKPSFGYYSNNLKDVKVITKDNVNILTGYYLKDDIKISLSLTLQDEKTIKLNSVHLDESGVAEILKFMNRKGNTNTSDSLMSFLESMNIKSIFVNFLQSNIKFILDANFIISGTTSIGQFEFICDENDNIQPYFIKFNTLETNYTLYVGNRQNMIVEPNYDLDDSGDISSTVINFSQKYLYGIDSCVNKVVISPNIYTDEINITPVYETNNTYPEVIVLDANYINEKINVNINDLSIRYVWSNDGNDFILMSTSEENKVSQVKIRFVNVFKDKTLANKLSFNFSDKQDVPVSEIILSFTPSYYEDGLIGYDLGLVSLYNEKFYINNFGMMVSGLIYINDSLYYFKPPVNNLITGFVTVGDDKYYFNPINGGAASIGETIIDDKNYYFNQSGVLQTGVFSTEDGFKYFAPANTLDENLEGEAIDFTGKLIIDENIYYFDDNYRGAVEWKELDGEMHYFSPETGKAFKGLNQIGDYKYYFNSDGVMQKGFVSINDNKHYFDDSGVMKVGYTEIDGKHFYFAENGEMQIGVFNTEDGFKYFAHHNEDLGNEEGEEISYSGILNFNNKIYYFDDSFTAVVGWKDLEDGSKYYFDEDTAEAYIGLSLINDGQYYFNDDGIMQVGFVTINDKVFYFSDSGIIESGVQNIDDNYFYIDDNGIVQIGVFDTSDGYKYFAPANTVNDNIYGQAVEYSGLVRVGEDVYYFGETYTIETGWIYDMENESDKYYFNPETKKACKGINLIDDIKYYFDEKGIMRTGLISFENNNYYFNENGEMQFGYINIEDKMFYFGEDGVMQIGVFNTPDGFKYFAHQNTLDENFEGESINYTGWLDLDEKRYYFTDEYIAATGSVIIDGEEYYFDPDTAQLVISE
PfHsp40 rescue: rescue of PfHsp40-mediated yeast toxicity; 0.68% of 340,000 active; growth rescue, % at 12.5 µM; AID 504582; S. cerevisiae expressing PfHsp40, growth rescue, ATP luminescence; in the data active = growth rescue above about 28%, passing the limit was not always enough; inconclusive = no clear call, values can overlap the other calls;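 note: yeast W303a lacking pdr1 and pdr3 grown in galactose medium; growth measured after three days at 30 °C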
BioA inh: blocks M. tuberculosis BioA enzyme activity. purified M. tuberculosis BioA enzyme, plate reader. inhibition, % at 9.99 µM. 0.096% of 360,000 active. AID 602481; in the data active = inhibition above about 40%; inconclusive = no clear call, values can overlap the other calls
Vc quorum ag: quorum light induction in luxS cqsA deficient V. cholerae; V. cholerae BH1578 lux reporter, luminescence, 6 h; activation, % at 18.7 µM; AID 588436; 0.16% of 350,000 active; in the data active = activation mostly above about 9.7%, no sharp cut-off; inconclusive = no clear call, values can overlap the other calls; inactive = mostly below about 3.7%; note: not every result past the cut was called active; inactives centre near 0; reference of the scale not given here
Yp Topo-I inh: inhibitors of Yersinia pestis topoisomerase I; Y. pestis Topo-I cleavage product accumulation, plate reader; activity, % at 10 µM; 0.064% of 360,000 active; in the data active = activity above about 50%, passing the limit was not always enough; inconclusive = no clear call, values can overlap the other calls; note: inactives centre near 2
Mtb UGM inh: inhibitors of M. tuberculosis UDP-galactopyranose mutase; 0.06% of 320,000 active; purified UGM, fluorescence polarization probe displacement; inhibition, % at 10 µM; AID 504406; P9WIQ1; in the data active = inhibition above about 10%, passing the limit was not always enough; inconclusive = no clear call, values can overlap the other calls
GDH-TPI inh: GDH-TPI coupled enzyme inhibition counter-screen; inhibition, % at 4.8 µM; GDH-TPI coupled enzyme counterscreen, NADH absorbance; 1.2% of 360,000 active; in the data active = inhibition above about 30%;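 note: 0% = DMSO wells and 100% = wells lacking the enzyme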
FadD28 FP inh: blocks FadD28 binding to the bisubstrate probe; 0.22% of 360,000 active; fluorescence polarization; inhibition, % at 12.5 µM; in the data active = inhibition above about 8.5%, passing the limit was not always enough; inconclusive = no clear call, values can overlap the other calls
* marks the source's active call; other numbers are inactive results; i = inactive; u = inconclusive; x = not tested or not shown. The order is random. Share with any hit: about 4.6%.

SMILES | FBA Mtb inh | TcdB inh | PfHsp40 rescue | BioA inh | Vc quorum ag | Yp Topo-I inh | Mtb UGM inh | GDH-TPI inh | FadD28 FP inh
COc1ccc(C2C(C(=O)Nc3ccc(OC)c(OC)c3)c3ccccc3C(=O)N2C)cc1 (stereo unspecified) | -4 | 0.4 | 0.3 | x | -1.1 | 13 | -0.3 | 4 | -1.8
Cc1ccc(NNS(=O)(=O)c2ccc(C)cc2)cc1 | 1 | x | -0.4 | -4.8 | i | -6 | 1.0 | 3 | -1.8
C/C(=N\NC(=O)C1CC1)c1ccc(OC(F)F)cc1OC(F)F | 1 | 0.7 | -0.2 | -0.1 | -0.4 | -2 | -1.2 | 5 | x
Cc1ccc(OCCCCN2CCCCC2)c(C)c1 | 1 | 0.5 | 0.1 | -1.7 | -0.3 | 4 | 2.6 | 4 | -1.5
COc1ccc(OC)c(NC(=O)Nc2c(O)ccc3ccccc23)c1 | 4 | -8.4 | 0.4 | 0.7 | -0.9 | -13 | 1.6 | 4 | -3.2
Cc1ccc(CNC(C)c2ccccc2)cc1 (stereo unspecified) | 3 | x | 4.0 | -2.9 | -0.7 | 1 | -1.2 | 9 | -1.4
CC1C/C(=N\NC(=O)CCc2ccc(S(=O)(=O)N3CCOCC3)cc2)CC(C)(C)C1 (stereo unspecified) | -1 | x | -0.4 | x | i | -2 | 0.6 | 5 | -1.4
C=CC[C@H](CC(=O)NCCO)C(=O)NCCOC(=O)[C@@H](CC=C)CC(=O)OC(C)(C)C | 4 | x | -1.0 | -1.1 | i | -5 | -1.0 | 15 | -2.0
NC(=O)c1nsc(C(=O)N(c2cccc(F)c2)C(C(=O)NC2CCCC2)c2ccco2)c1N (stereo unspecified) | 6 | 2.6 | -0.2 | -4.1 | -0.4 | 13 | -1.5 | 7 | 1.5
COc1ccc(C2C(C(C)=O)=C(C)Nc3ncnn32)c(OC)c1OC (stereo unspecified) | 2 | 0.4 | 0.6 | 1.8 | i | 5 | 4.5 | 16 | -0.3
O=C(c1c(Cl)nc2sccn12)N1CCN(c2cccc(Cl)c2)CC1 | -2 | x | 5.9 | 1.9 | i | 11 | -2.0 | -8 | -3.6
Cc1ccc(SC(C)c2nc(-c3cccnc3)no2)cc1 (stereo unspecified) | 1 | x | 0.1 | x | -0.5 | 17 | -4.1 | 10 | -3.2
COc1ccccc1C1CCN(C(=O)c2ccccc2)CC1 | 2 | 0.8 | 1.1 | -0.5 | i | 14 | 0.4 | -4 | -2.8
CC12CCC(=O)N1C(C(=O)Nc1cc(Cl)ccc1N1CCCC1)CS2 (stereo unspecified) | -1 | -0.2 | 0.8 | 0.2 | 1.2 | 2 | -2.0 | -5 | x
O=C(CSc1nnc2ccccn12)Nc1ccc2c(c1)OCO2 | -3 | 2.5 | -0.7 | x | -1.4 | 1 | 1.7 | 0 | -3.7
Cc1ccc(-c2c(C(=O)O)c(C(=O)O)c3n2CCC3)cc1 | 6 | 0.8 | -2.2 | x | -0.3 | 2 | 6.5 | -10 | -3.9
O=C(CN(c1cccc([N+](=O)[O-])c1)S(=O)(=O)c1ccccc1)N1CCCCC1 | -2 | -0.3 | -0.4 | -1.5 | i | 8 | -0.8 | 4 | -3.6
Cn1c(Cc2cccs2)nnc1SCC(=O)Nc1ccc(C(N)=O)cc1 | 1 | -0.8 | x | x | i | 6 | -1.3 | 0 | -2.1
CC(Sc1nnc(-c2ccncc2)n1-c1ccc(F)cc1)C(=O)NC1CC1 (stereo unspecified) | 7 | 1.0 | -2.0 | -1.0 | -3.5 | 0 | 0.1 | 6 | -1.0
Nc1nc(-c2ccc(Br)s2)c(Br)s1 | 2 | x | u | 0.7 | -0.3 | -10 | 0.8 | 8 | 2.8
N#CCc1nc(CSc2nc3ccccc3o2)cs1 | 0 | 0.5 | -1.4 | 0.2 | i | -2 | 2.7 | -4 | -3.6
Cc1ccc(Nc2nc(N)nc(CN3CCN(C)CC3)n2)cc1 | 1 | x | 5.7 | x | -0.4 | 2 | 3.4 | 9 | 0.9
COc1ccc(NC(=O)Nc2cc(C)ccc2OC(F)F)c(OC)c1 | 1 | x | -0.5 | -0.5 | -5.6 | 0 | 1.2 | -9 | -0.9
O=C(O)c1cccc(NC(=O)c2ccccc2NC(=O)c2cccs2)c1 | -2 | 0.7 | x | -0.7 | -0.4 | -1 | x | 5 | -4.6
COC(=O)C(NC(=O)C(NC(=O)c1ccccc1)C(C)C)C(C)C (stereo unspecified) | -3 | x | 0.6 | -0.2 | i | 4 | 0.3 | -10 | -1.6
Cc1nc2sccn2c1-c1nc(-c2cc3ccccc3o2)cs1 | 4 | x | -0.5 | x | 1.4 | 16 | 0.1 | 7 | -2.6
CC(C)(CO)CNC(=O)c1ccc(OC2CCN(C(=O)C3CC3)CC2)cc1 | -2 | 1.2 | -0.1 | -0.3 | -0.6 | 4 | 0.4 | -4 | -0.9
Cc1ccc(C)c(S(=O)(=O)N2CCCC2CNC(=O)C(=O)NCC2CCCO2)c1 (stereo unspecified) | 1 | 1.9 | 0.7 | x | 5.3 | 2 | 0.3 | -3 | -3.3
O=C(CN1C(=O)NC2(CCCCCCC2)C1=O)NCc1ccc(F)cc1 | -2 | -1.3 | -0.7 | -0.5 | 0.3 | -9 | 0.1 | -6 | -4.2
O=C(CSc1nnnn1-c1ccccc1)NCc1ccco1 | -2 | x | 9.6 | 1.2 | x | 10 | -0.9 | 7 | -1.5
O=c1[nH]c(=O)c2cc([N+](=O)[O-])cc([N+](=O)[O-])c2[nH]1 | -1 | 0.8 | 0.4 | x | x | 0 | 1.3 | 6 | -0.7
Cc1oc(-c2ccccc2F)nc1CS(=O)(=O)CC(=O)NC1CCCC1 | 0 | 1.7 | 1.8 | -0.9 | -0.3 | 8 | 1.1 | -8 | -0.3
COc1ccc(CCNc2nncc(=O)[nH]2)cc1OC | 2 | 0.4 | -1.4 | -0.9 | i | 3 | 0.3 | 9 | -1.6
Brc1ccc2ncnc(NCc3ccccc3)c2c1 | -5 | x | u | -1.5 | -0.6 | 1 | -0.6 | 10 | 0.0
CN1CCCN(c2cc(-c3ccc4ccccc4c3)nc3ccnn23)CC1 | 10 | 0.6 | x | -0.4 | -0.8 | -22 | x | 14 | -5.8
COc1ccc(NC(=O)COC(=O)Cc2ccccc2[N+](=O)[O-])cc1OC | 1 | 2.1 | 0.5 | x | -0.2 | 3 | -0.2 | -6 | -1.7
O=S(=O)(/C=C/c1cccc(Br)c1)N1CCOCC1 | 1 | -0.1 | -0.4 | -0.4 | 2.4 | -3 | 1.3 | 4 | -1.0
CCCC(=O)NC(C)c1nc2ccccc2[nH]1 (stereo unspecified) | -2 | 3.8 | -0.7 | -0.1 | -0.3 | 7 | 0.3 | 2 | -4.6
CCC(CC)NC(=O)COC(=O)CCC(=O)c1ccc(Cl)cc1 | -1 | 3.3 | -0.8 | x | -0.2 | 3 | 1.8 | 7 | -1.0
COc1cccc(-n2c(C)nc3ccccc3c2=O)c1 | 0 | x | 0.6 | 0.9 | i | 22 | 2.1 | 7 | -3.7

Six compounds from above, arranged by formula weight, ascending:
SMILES | FBA Mtb inh | TcdB inh | PfHsp40 rescue | BioA inh | Vc quorum ag | Yp Topo-I inh | Mtb UGM inh | GDH-TPI inh | FadD28 FP inh
CCCC(=O)NC(C)c1nc2ccccc2[nH]1 (stereo unspecified) | -2 | 3.8 | -0.7 | -0.1 | -0.3 | 7 | 0.3 | 2 | -4.6
Cc1ccc(SC(C)c2nc(-c3cccnc3)no2)cc1 (stereo unspecified) | 1 | x | 0.1 | x | -0.5 | 17 | -4.1 | 10 | -3.2
O=C(CN1C(=O)NC2(CCCCCCC2)C1=O)NCc1ccc(F)cc1 | -2 | -1.3 | -0.7 | -0.5 | 0.3 | -9 | 0.1 | -6 | -4.2
CC12CCC(=O)N1C(C(=O)Nc1cc(Cl)ccc1N1CCCC1)CS2 (stereo unspecified) | -1 | -0.2 | 0.8 | 0.2 | 1.2 | 2 | -2.0 | -5 | x
O=C(c1c(Cl)nc2sccn12)N1CCN(c2cccc(Cl)c2)CC1 | -2 | x | 5.9 | 1.9 | i | 11 | -2.0 | -8 | -3.6
COc1ccc(C2C(C(=O)Nc3ccc(OC)c(OC)c3)c3ccccc3C(=O)N2C)cc1 (stereo unspecified) | -4 | 0.4 | 0.3 | x | -1.1 | 13 | -0.3 | 4 | -1.8

The list goes on:
SMILES | FBA Mtb inh | TcdB inh | PfHsp40 rescue | BioA inh | Vc quorum ag | Yp Topo-I inh | Mtb UGM inh | GDH-TPI inh | FadD28 FP inh
O=C(NCC1CCCO1)c1cc(-c2ccncc2)nc2ccccc12 (stereo unspecified) | 1 | 2.2 | -0.9 | x | i | -1 | x | -1 | -2.1
COc1ccc(N2CCN(C(=O)COC(=O)c3cccc(S(=O)(=O)Nc4cccc(C)c4)c3)CC2)cc1 | 2 | 1.9 | -0.1 | x | -1.3 | 25 | -0.3 | 3 | 0.0
CCOc1cc(NC(=S)Nc2cccc(OC)c2)c(OCC)cc1NC(=O)C1CC1 | 1 | x | 1.2 | -1.7 | 3.8 | 8 | -1.2 | 8 | -0.5
CCOC(=O)C(C)(C)n1nnc(-c2ccc([N+](=O)[O-])cc2)n1 | -3 | 0.9 | -0.4 | x | 0.0 | -2 | -3.8 | 3 | -1.5
Cc1cccn2c(=O)c3cc(C(=O)NCC(C)C)sc3nc12 | 20 | 0.3 | -0.5 | 0.1 | 0.6 | -2 | 1.9 | 10 | -1.5
Cc1cc(C)c(S(=O)(=O)Nc2ccc(C(=O)O)cc2)cc1S(=O)(=O)Nc1ccc(C(=O)O)cc1 | -1 | -0.3 | 2.1 | -0.7 | -0.2 | 0 | 11* | 5 | -3.2
Cc1ccc2c(c1)C(c1ccccc1)N(C(=O)CC(C)C)CC(=O)N2 (stereo unspecified) | 1 | 2.2 | -0.3 | -0.3 | -6.2 | 6 | -0.9 | 2 | -1.3
CCOc1ccc(-n2ccnc(SCC(=O)NCc3cccc(OC)c3)c2=O)cc1 | 1 | 1.5 | -1.1 | 0.1 | -0.3 | 13 | x | 23 | 0.6
O=C(CN1CCN(Cc2ccccc2)CC1)N/N=C/c1cccs1 | -2 | 0.1 | -1.2 | x | i | -2 | -1.4 | -1 | -0.9
Cc1cccc(N(C(=O)c2snc(C(N)=O)c2N)C(C)C(=O)NCC2CCCO2)c1 (stereo unspecified) | 12 | -2.2 | -0.7 | 1.4 | i | -1 | -3.8 | 6 | -1.7
O=C(CSCc1nc2ccccc2[nH]1)Nc1ccc2ccccc2c1 | 0 | x | 0.2 | -0.6 | i | 11 | 0.2 | -1 | -6.7
CC(=O)c1c(C)[nH]c(C(=O)OCc2ccc(F)cc2Cl)c1C | -2 | -0.4 | -0.4 | -3.5 | -0.6 | 10 | -1.1 | 1 | -3.0
COc1cc(-c2nnc(Cn3cc(C(F)(F)F)ccc3=O)o2)cc(OC)c1OC | 0 | x | -0.2 | -2.2 | 2.1 | 2 | -2.2 | 7 | -1.5
NC(=O)c1c(NC(=O)C(=O)N2CCOCC2)sc2c1CCCC2 | -4 | 0.5 | 0.3 | -0.1 | i | 1 | 1.9 | 20 | -2.5
Cc1ccc(C(=O)NCCC(=O)N2CCOCC2)cc1 | 0 | -0.4 | -0.6 | -1.5 | i | 5 | -2.1 | -3 | -4.7
Cc1ccc(C)c(NC(=S)NCCc2c[nH]c3ccccc23)c1 | 0 | 0.6 | 7.8 | 1.5 | i | 2 | 2.4 | 12 | -0.2
Cn1nc(CC(=O)NCc2ccc(C(F)(F)F)cc2)c2ccccc2c1=O | 0 | x | 0.5 | 0.9 | -2.9 | 12 | 3.4 | 11 | -0.8
COc1ccccc1N1CCN(C(=O)CN(C)S(=O)(=O)c2cc(C)ccc2OC)CC1 | 1 | -0.3 | -1.7 | x | -0.2 | 33 | 0.7 | 3 | 0.4
Cc1nc2cc(NC(=O)N3CCN(c4ccccn4)CC3)ccc2o1 | 6 | x | 1.2 | -0.2 | -1.7 | 4 | 1.4 | 14 | 1.0

Screening data as filed in PubChem.
